Bioassay records: PubChem, several laboratories
PLK1 inh – human PLK1 kinase inhibitors, primary screen, biochemical, TR-FRET; Serine/threonine-protein kinase PLK1 (Homo sapiens), P53350; recombinant PLK1 kinase, TR-FRET peptide phosphorylation; inhibition, % at 10 µM; 97,000 compounds, 0.53% hits;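 active = inhibition of 50% or more in the single-concentration screen; inactive = inhibition below 50%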;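 note: 0% = DMSO max control and 100% = H-89 dihydrochloride min control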
IL1B cytotox – cytotoxicity in IL-1B stimulated HUVEC, primary screen, cytotoxicity control for IL-1B NFkB translocation project, imaging, Hoechst nuclear count, IL-1B stimulus; AID 845, 2007; cell count reduction, % at 2 µM; HUVEC cell count loss; 94,000 compounds, 0.41% hits;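 active = cell count reduction more than 3 SD above the screen-wide mean, cut at about 70% in these data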;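 note: normalized per plate to untreated control cells as the no-loss baseline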
cytoskel mod – modifiers of F-actin cytoskeleton organization, primary screen, imaging, HUVEC, phalloidin staining, high-content imaging. HUVEC TNFa F-actin phalloidin imaging. 91,000 compounds, 0.18% hits. AID 836, 2007. inhibition, % at 2 µM;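 active = inhibition above the batch mean plus 3 SD and confirmed as a hit by visual image inspection, cut at about 30% in these data, passing the limit was not always enough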; note: strong numbers were not always called active
DAT uptake mod – changed hDAT dopamine uptake under cocaine IC80, either direction, primary screen, cocaine antagonist project, cell-based, LLC-PK1 hDAT, [14C]-dopamine uptake, MLSMR; Sodium-dependent dopamine transporter (Homo sapiens), Q01959; LLC-PK1 hDAT cells, [14C]-dopamine uptake with cocaine IC80; actives deviate in either direction; B-score at 10 µM; 110,000 compounds, 1.3% hits; AID 449768, 2010;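 active = Z score or B-score, a plate-position-corrected score, falls beyond the plate's 99.7% confidence bounds, in either direction; inactive = both scores lie inside the 99.7% bounds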;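 note: scored against the spread of the other compound wells on the same plate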
Target sequence (Q01959 whole entry, looked up): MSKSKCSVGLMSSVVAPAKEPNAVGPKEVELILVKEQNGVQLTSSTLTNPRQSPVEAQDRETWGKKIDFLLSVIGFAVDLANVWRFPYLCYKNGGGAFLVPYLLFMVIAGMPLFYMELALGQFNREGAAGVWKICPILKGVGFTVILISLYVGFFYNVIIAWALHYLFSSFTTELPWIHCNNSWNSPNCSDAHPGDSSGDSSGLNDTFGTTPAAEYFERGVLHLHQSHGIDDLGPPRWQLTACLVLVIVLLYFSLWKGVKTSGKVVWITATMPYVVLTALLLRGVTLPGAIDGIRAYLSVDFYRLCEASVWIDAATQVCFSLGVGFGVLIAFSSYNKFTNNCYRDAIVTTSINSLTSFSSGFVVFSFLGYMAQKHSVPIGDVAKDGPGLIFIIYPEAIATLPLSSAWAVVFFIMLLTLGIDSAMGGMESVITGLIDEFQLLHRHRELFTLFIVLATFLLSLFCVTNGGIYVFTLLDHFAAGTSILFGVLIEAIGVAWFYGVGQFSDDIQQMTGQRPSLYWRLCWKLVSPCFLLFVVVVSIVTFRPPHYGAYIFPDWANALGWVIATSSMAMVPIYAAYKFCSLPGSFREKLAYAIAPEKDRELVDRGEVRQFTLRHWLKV
sEH inhibitor – soluble epoxide hydrolase inhibitors, primary screen, biochemical, human sEH. Bifunctional epoxide hydrolase 2 (Homo sapiens), P34913. recombinant human sEH enzymatic activity assay. inhibition, % at 2 µM. 91,000 compounds, 0.34% hits. AID 707, 2007; in the data active = inhibition above about 80%; note: values of inactives mirror those of a sister screen read the other way; many of its hits are not listed in these tables
VCAM1 TNFa inh – inhibitors of TNFa-induced VCAM1 expression, primary screen, imaging, HUVEC, TNFa stimulus, immunofluorescence. HUVEC TNFa-induced VCAM-1 immunofluorescence, high-content imaging. 95,000 compounds, 0.48% hits. AID 802, 2007. inhibition, % at 2 µM;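 active = inhibition above the batch mean plus 3 SD, with images confirmed as a hit by eye, cut at about 37% in these data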;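 note: 0% = TNF-stimulated DMSO wells and 100% = unstimulated control wells; not every result past the cut was called active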
PLK1 PBD inh – Plk1 polo box domain binding inhibitors, primary screen, biochemical, fluorescence polarization. Serine/threonine-protein kinase PLK1 (Homo sapiens), P53350. 97,000 compounds, 0.13% hits. Plk1 PBD phosphopeptide binding. inhibition, %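 (tested at about 20 µM)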; in the data active = inhibition above about 34%, passing the limit was not always enough
Ecoli WT expand – growth inhibitors of wild-type E. coli, primary screen, strain BW25113, expanded library, OD600; OD600 absorbance; growth inhibition, % at 100 µM; 98,000 compounds, 0.15% hits; AID 710, 2007;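 active = growth inhibition above about 50% at one test dose, limit read from the data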;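 note: growth measured after 20 h incubation at 37 °C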
HUVEC tox TNFa – cytotoxicity in TNFa-stimulated HUVEC, primary screen, cytotoxicity control for VCAM1 expression modulator project, imaging, Hoechst nuclei count | 93,000 compounds, 0.17% hits | HUVEC TNFalpha-stimulated, Hoechst cell count | cell count reduction, % at 2 µM;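 active = cell count reduction exceeding the screen mean by over 5 SD, scaled to untreated wells per plate, cut at about 78% in these data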;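 note: cells counted after 24 h of TNF alpha exposure following the 1 h pretreatment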
Starred values were filed as active, the others as inactive; · = no result given; & = joins results of further samples; ! = repeats disagree.

canonical_smiles	PLK1 inh	IL1B cytotox	cytoskel mod	DAT uptake mod	sEH inhibitor	VCAM1 TNFa inh	PLK1 PBD inh	Ecoli WT expand	HUVEC tox TNFa
COc1ccc(CCNC(=O)CCCn2c(=O)[nH]c3cc(OC)c(OC)cc3c2=O)cc1OC	-7	-19	-17	-1.1	-5	18	27	1	9
Cc1cccc(-n2nnc3cnn(C)c3c2=O)c1	3	-1	31	-2.1	4	20	-25	5	7
O=C1/C(=C/c2ccc(F)c(F)c2)CSc2sccc21	0	-48	-3	-1.1	4	16	2	4	-18
O=C1CCc2cc(S(=O)(=O)NC(C(=O)NCc3cccnc3)c3ccccc3)ccc2N1 (stereo unspecified)	-10	2	-5	-0.73	·	-13	2	-6	-10
Cc1cc(NC(=O)Nc2cccs2)no1	-9	0	6	0.11	8	19	-18	15	-8
O=C(NCCc1ccccc1)C1CCCN(S(=O)(=O)c2cccc3nonc23)C1 (stereo unspecified)	-35	-32	1	0.15	68	13	-6	-6	-8
CCCCOP(=O)(OCCCC)C1(NS(=O)(=O)c2ccccc2)C=CC(=O)c2ccccc21 (stereo unspecified)	-5	3	·	-0.77	3	25	-9	-7	25
O=C(CCn1[nH]c(=O)c2ccccc2c1=O)OC1CCCCC1	-9	-8	10	-0.11	4	2	-10	0	-20
CN1CCOCCOCCN(C)C1=O	17	-9	12	-2.1	-9	-7	-8	-5	-7
Brc1ccc(-c2nnc3n2CCCCC3)cc1	-8	-9	-2	-0.027	-8	12	22	-2	-10
COc1ccc(OC)c(/C=N/NC(=O)CCCC(=O)Nc2cccc(Br)c2)c1	-8	-4	5	0.015	6	7	-1	4	-12
CCOC(=O)c1cnc2c(Cl)cccc2c1NCCN(C)C	-8	-12	-26	0.22	2	5	14	3	19
NC(=O)c1c(NC(=O)c2ccccc2)sc2c1CCc1ccccc1-2	-9	12	·	-0.37	4	16	7	1	-9
Cc1cccc(NC(=O)CN(C)S(=O)(=O)c2cccc3cccnc23)c1	-13	-1	-11	1.4	·	-8	6	-4	-10
O=C1c2ccccc2C(=O)N1CC#CCN1CCN(C2CCCCC2)CC1	-17	-38	-32	0.66	9	16	-27	1	4
Cc1ccc2oc(-c3ccccc3C(=O)O)cc(=O)c2c1	-13	-35	-16	0.0012	-1	13	-9	·	1
CC(=O)Nc1ccc(SCC(=O)N(CCC#N)c2ccc(C)cc2)cc1	-5	-4	14	0.086	3	6	-20	9	-27
COc1ccc(C(=S)N2CCCC2)cc1C	-14	-34	-44	0.45	1	5	-10	-10	-6
COc1ccc(Nc2ncc(C(=O)N3CCN(c4ccc(F)cc4)CC3)c3ccccc23)cc1	-17	10	-14	1.8	-11	0	0	-10	-10
CC(C)CSc1nc2c(c(=O)[nH]c(=O)n2C)n1CC(O)COc1cccc2ccccc12 (stereo unspecified)	-2	14	-46	1.9	10	-5	-33	-10	5
COc1cccc(NC(=O)C2c3cc(OC)c(OC)cc3C(=O)N(C)C2c2cccnc2)c1 (stereo unspecified)	-10	0	29	0.17	-8	14	4	-3	-13
CCOC(=O)c1sc(NC(=S)NC(=O)c2ccccc2Cl)c(C(=O)OCC)c1C	-11	-19	0	-0.086	-6	-12	-1	-5	3
Cc1ccc(C)c(N2CCN(C(=O)C3CCCCN3S(=O)(=O)c3ccc(F)cc3)CC2)c1 (stereo unspecified)	-25	-57	10	-0.26	1	13	-11	-16	-35
Cc1ccc(S(=O)(=O)N2CCOCC2)cc1C(=O)NCCCn1ccnc1	-5	-7	·	·	-11	-10	-16	6	0
Cc1cccc(NC2=NC3(CCCCC3)N=C(N)N2)c1	-13	2	0	·	-2	18	35	·	-18

One compound at a time, from the list above.
`COc1cccc(NC(=O)C2c3cc(OC)c(OC)cc3C(=O)N(C)C2c2cccnc2)c1` (stereo unspecified) is listed with PLK1 inh = -10; IL1B cytotox = 0; cytoskel mod = 29; DAT uptake mod = 0.17; sEH inhibitor = -8; VCAM1 TNFa inh = 14; PLK1 PBD inh = 4; Ecoli WT expand = -3; HUVEC tox TNFa = -13
`O=C1/C(=C/c2ccc(F)c(F)c2)CSc2sccc21` is listed with PLK1 inh = 0; IL1B cytotox = -48; cytoskel mod = -3; DAT uptake mod = -1.1; sEH inhibitor = 4; VCAM1 TNFa inh = 16; PLK1 PBD inh = 2; Ecoli WT expand = 4; HUVEC tox TNFa = -18

New compounds follow:
canonical_smiles	PLK1 inh	IL1B cytotox	cytoskel mod	DAT uptake mod	sEH inhibitor	VCAM1 TNFa inh	PLK1 PBD inh	Ecoli WT expand	HUVEC tox TNFa
CCc1nnc(NC(=O)CN2CCN(C3CCCCC3)CC2)s1	-2	-18	4	-0.00089	-10	9	-24	-3	-7
COc1ccc(-c2cc3nc(C)c(CCC(=O)NC(C)CCc4ccco4)c(C)n3n2)c(OC)c1 (stereo unspecified)	-3	·	4	0.73	1	-1	-5	-11	-22
O=C(COc1ccc(F)cc1)N(CC1=CCS(=O)(=O)C1)c1ccccc1	-9	-13	5	0.5	-4	-14	-4	6	-6
Cc1cc(NC(=O)c2cnn3c(C(F)F)cc(-c4ccccc4)nc23)no1	0	-13	3	-0.93	6	-29	-4	-5	-19
CC(C(=O)NCc1ccccc1)N1C(=O)CN(C)C(=O)c2ccccc21 (stereo unspecified)	-14	-15	-20	-0.0064	-10	-6	3	-12	-19
CC(=O)NC(c1ccccc1)c1nc2ccccc2[nH]1 (stereo unspecified)	-6	-11	2	-0.65	0	7	-15	4	-4
CCOC(=O)c1cnc(-n2cc(C)cn2)nc1Nc1ccccc1OCC	-8	-12	23	-0.089	11	-12	-11	3	-26
COc1ccc(CNC(=O)C(c2ccncc2)N(C(=O)Cc2cccs2)c2ccccc2C)cc1 (stereo unspecified)	-7	17	-14	-0.27	-9	0	8	3	11
O=C(OCC#CCSc1nnc(-c2ccc(Br)cc2)o1)c1ccco1	3	-9	37	0.89	5	0	6	21	-7
CCCOc1cccc(-c2cc(C(=O)NNC(=S)NCC)c3ccccc3n2)c1	-12	-7	-4	·	-15	15	18	-12	-10
O=C(NC1CCCCC1)c1ccc(CN2CCOCC2)cc1	-6	9	·	-0.17	-10	13	12	-6	-16
Nc1cc(=O)[nH]c(SCC(=O)N2CCCc3ccccc32)n1	-12	-6	11	0.36	1	-11	-2	·	-9
CC(=O)Nc1nc2ccc(C(=O)NC3CCCCC3)cc2s1	-11	-17	-10	-0.27	8	1	-15	·	1
CC(C)(C)C(=O)CN1C(=O)C2(OCCO2)c2ccccc21	-10	-14	18	0.022	4	0	0	4	39
CCN(C(=O)CCc1nc(-c2ccc(OC)cc2)no1)c1cc(OC)ccc1OC	-13	0	6	0.27	-10	-12	-29	-21	-7
CN(C)C1NC(=O)c2cc(-c3ccccc3)sc2N1 (stereo unspecified)	3	17	-9	-0.63	·	-13	4	7	-4
CCC1CCc2c(sc3ncnc(N4CCOCC4)c23)C1 (stereo unspecified)	-8	-13	-18	0.28	3	5	-28	11	-6
CCOC(=O)n1c(=O)oc2ccccc21	3	·	2	-0.048	-4	21	-8	15	2
O=C1CSc2nc3ccccc3n21	-16	-11	11	-0.99	-5	-2	-7	1	-4
CCOc1ccccc1C1CC(=O)NC2=C1C(=O)CC(C)(C)C2 (stereo unspecified)	-12	-29	1	-0.12	0	-7	16	4	-15
CCOc1ccc(S(=O)(=O)N2CCN(c3ccccc3OC)CC2)c2cccnc12	-2	-18	4	-0.021	5	-4	19	-12	-31
O=C(NCCN1CCOCC1)c1ccccc1-c1ccccc1	1	-16	-1	-0.64	4	24	6	-1	4
CCOC(=O)N1CCN(C(=O)c2cn(CC(C)C)c(=O)c3c2c2ccccc2n3C)CC1	-4	-12	10	-0.33	1	4	-13	8	-14
CCOC(=O)c1ccccc1Oc1c(F)c(F)nc(NCCO)c1F	-8	-22	-14	-0.69	-18	12	27	19	-31
COc1ccc(NC(=O)C2CCCN(S(=O)(=O)c3cccc4cccnc34)C2)cc1 (stereo unspecified)	-11	13	-7	0.0093	76	-8	5	-4	-6
Cc1sc2ncnc(NCC(C)(C)N3CCOCC3)c2c1C	-1	4	2	-0.35	0	-2	-2	3	-8
CC(C)=C1C2CC2C2C(C(=O)O)C12 (stereo unspecified)	-9	-8	8	-0.41	4	4	-11	-2	-2
COc1ccc(N2C(=O)NC(NC(=O)c3ccncc3)(C(F)(F)F)C2=O)cc1 (stereo unspecified)	-8	1	6	-1.1	-3	-33	-12	-5	·
O=Cc1cc2ccccc2nc1SCc1ccc(Cl)cc1	-4	56	-41	-1.8	6	66*	-29	-22	34
Cc1ccc(-c2ccc(SCC(=O)Nc3nonc3C)nn2)cc1	-5	0	·	-0.4	-7	·	-14	4	·
O=C(NC(=S)Nc1cccc(Cl)c1N1CCCCC1)c1ccco1	-25	2	-6	-0.0057	-1	16	-8	-5	1
Cc1ccccc1N(CC(=O)N1CCN(c2ccccc2)CC1)S(C)(=O)=O	-11	-8	5	0.33	8	-26	-26	0	-10
Cc1c(NC(=O)C2(c3ccccc3)CCOCC2)c(=O)n(-c2ccccc2)n1C	-1	-42	10	-0.97	11	14	-23	4	-11
COc1cc(C2CC(=O)c3c([nH]c(C(=O)OCCOC(C)C)c3C)C2)cc(OC)c1OC (stereo unspecified)	-7	2	9	0.05	6	9	6	2	-15
Cc1ccc(Cn2ccc(NC(=O)c3cc(-c4ccco4)on3)n2)cc1	-12	-10	-10	-0.75	-15	13	-2	-5	-6
C[N+](C)(C)C/C=C1/COCO1	-18	-25	16	-0.44	13	20	-35	1	-4
O=C(CCCn1c(=O)[nH]c2ccsc2c1=O)N1CCCCC1	-14	-16	6	0.16	1	-30	-6	0	-30
O=C1c2cccc3cccc(c23)N1CN1CCN(c2ccccn2)CC1	-4	-4	56	0.72	-2	-7	16	13	-13
O=C(O)C1CSC2c3ccccc3C(=O)N12 (stereo unspecified)	-2	-6	14	0.2	7	-3	11	2	11
CCCS(=O)(=O)NCCc1cc2c(OC)ccc(OC)c2[nH]c1=O	-1	-15	·	·	11	-16	21	1	-13
COc1cccc(N2CCN(C(=O)c3ccc(=O)oc3)CC2C)c1 (stereo unspecified)	-3	-125	-39	-0.39	-4	-6	-13	3	10
COc1cc(C)nc(Oc2ccc(OCCOc3ccc(C)cc3)nn2)n1	-8	-3	-74	0.81	-18	9	-1	14	6
CC(C)NS(=O)(=O)c1ccc(OCC(=O)NCC2CCCO2)c(Cl)c1 (stereo unspecified)	-6	16	0	-0.1	4	4	10	4	-4
CCOc1c(C)cc(-c2ncccc2O)cc1C	-7&-9	6&-7	-15	-7.9*!	-10&2	-2&2	-7&-3	10&-3	-16&-7
O=CNCCCc1nc2ccccc2n1Cc1cccc2ccccc12	-7	-9	5	1.1	-1	4	-24	4	-16
COc1cccc(-c2nnc(SCCC(=O)O)n2C)c1	-2	22	-14	-0.34	-4	-7	-2	1	-16
CC(C)NC(=O)C1CCN(C(=O)C(C(=O)c2ccccc2)n2cc(Cl)ccc2=O)CC1 (stereo unspecified)	-9	1	1	0.44	4	-13	-20	-10	31
CSc1nc(-c2ccccc2)nc(N2CCN(C)CC2)c1C(C)=O	-9	-4	-6	1.6	-6	-2	-12	11	3
CC1=CC(C)(C)N2C(=O)C3(N=C(N)NC(Nc4ccccc4)=N3)c3cc(C)cc1c32 (stereo unspecified)	-2	-50	-3	0.25	-2	26	-17	-1	-26
